Cardiac RTF inh – cardiac RTF calcium desensitization; actives 0.12% (n = 340,000); inhibition, % at 7.15 µM; P19429+P45379; IANBD-labeled cardiac RTF, Ca2+ fluorescence;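 active means inhibition above the mean inhibition of all tested compounds plus 3 SD, cut at about 17% in these data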;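 further: assay run at fixed EC70 calcium of 1.6 mM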
Arrestin-AP2 inh – inhibitors of human beta-arrestin and AP2 interaction; inhibition, % at 10 µM; actives 0.31% (n = 340,000); AID 504490; FITC-arrestin peptide / GST-AP2 beads, flow cytometry; AP2 beta2 appendage carries R879A mutation;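 active means inhibition above a set limit, near 3 SD of compounds lacking own fluorescence, cut at about 54% in these data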;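 further: plate controls were DMSO wells for no effect and 5 µM unlabelled arrestin peptide for full effect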
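System: GST-AP2 R879A glutathione beads; medium: PBS, Tween 20 0.05%, BSA 0.1%; reagent: fluorescein-tagged arrestin peptide at 50 nM final; schedule: pre-incubation 12 min, peptide binding 1 h, room temperature; detection: flow cytometry, FL1 (488/535 nm); read-out: inhibition as reduced fluorescein signal on beads, percent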
SR-BI uptake up – enhances SR-BI lipid uptake from DiI-HDL. actives 0.096% (n = 320,000). CHO ldlA[mSR-BI] cells, DiI-HDL uptake fluorescence, 3 h; 100 = double the neutral-control signal. activation, % at 12.5 µM;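 active means mean replicate activation of at least 60% and every replicate at or above 60%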;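 further: 0% = median plate neutral-control signal and 100% = twice that signal; values of inactives mirror those of a sister screen read the other way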
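System: LDL receptor-deficient CHO ldlA cells overexpressing murine SR-BI | Timing: 3 h uptake period with compound, 37 °C | Medium: HEPES-buffered (25 mM, pH 7.4) F12 plus 0.5% BSA | Dosing: Single-point compound dose | Signal: Bottom-read fluorescence, 550/595 nm | Read-out: Retained DiI signal reflecting DiI-HDL uptake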
SR-BI DiI inh – inhibitors of mouse SR-BI mediated HDL lipid uptake; actives 0.96% (n = 320,000); ldlA[mSR-BI] CHO cells, DiI-HDL uptake fluorescence, 3 h; inhibition, % at 12.5 µM; AID 488896;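 active means mean replicate inhibition of at least 70% and a set share of replicates each scoring 70 or more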;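 further: 0% = median of neutral control wells and 100% = median of positive control wells; values of inactives mirror those of a sister screen read the other way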
DAGLB inh – blocks human DAGLB lipase activity. Q8NCG7. HEK293T DAGLB membrane lysate, EnzChek fluorogenic substrate. inhibition, % at 5.17 µM. actives 0.059% (n = 340,000); in the data active means inhibition above about 34%;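 further: 0% = enzyme with vehicle and 100% = wells lacking enzyme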
Target sequence (Q8NCG7 whole entry, looked up): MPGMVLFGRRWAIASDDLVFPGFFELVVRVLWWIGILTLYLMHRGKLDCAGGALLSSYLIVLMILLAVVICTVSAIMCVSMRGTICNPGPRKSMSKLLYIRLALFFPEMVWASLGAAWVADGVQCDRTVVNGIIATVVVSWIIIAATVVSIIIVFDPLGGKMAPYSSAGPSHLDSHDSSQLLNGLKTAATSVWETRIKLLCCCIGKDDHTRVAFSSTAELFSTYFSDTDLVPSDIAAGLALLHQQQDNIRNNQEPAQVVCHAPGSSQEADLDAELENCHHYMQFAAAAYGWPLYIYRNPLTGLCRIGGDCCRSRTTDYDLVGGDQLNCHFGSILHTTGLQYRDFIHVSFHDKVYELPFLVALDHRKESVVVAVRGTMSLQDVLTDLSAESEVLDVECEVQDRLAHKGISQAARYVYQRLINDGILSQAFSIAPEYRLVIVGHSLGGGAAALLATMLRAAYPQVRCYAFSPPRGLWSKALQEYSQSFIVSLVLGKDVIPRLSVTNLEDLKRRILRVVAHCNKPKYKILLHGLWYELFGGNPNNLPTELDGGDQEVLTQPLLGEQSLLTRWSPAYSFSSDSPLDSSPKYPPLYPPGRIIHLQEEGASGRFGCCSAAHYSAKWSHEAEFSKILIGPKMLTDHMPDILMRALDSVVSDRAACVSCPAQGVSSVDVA
C-LANA FP – blocks KSHV LANA C-terminal domain binding to DNA. MBP-C-LANA/FAM-LBS DNA binding, fluorescence polarization. inhibition, % at 9 µM. actives 0.078% (n = 340,000). AID 504423;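 active means highest replicate inhibition at or above 60% at 9 µM, even if other replicates fall short; inactive means all replicates below 60% inhibition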;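 further: 0% = neutral control wells and 100% = 4 µM acridine orange control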
PKA-R2B act – PKA-R2B complex activation; activation, % at 11.4 µM; actives 0.079% (n = 340,000); PKA-R2B holoenzyme dissociation, Cy5-IP20 fluorescence polarization; R2B truncated from residue 108, S112A mutant; 0% DMSO only, 100% 113 µM cGMP; AID 504700;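 active means activation above a cutoff set at the mean over all compounds plus 3 SD, cut at about 18% in these data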;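 further: higher means more holoenzyme dissociation and a rise in polarization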
Target sequence (P31323 whole entry, looked up, other chains not shown, the tested form may be a part): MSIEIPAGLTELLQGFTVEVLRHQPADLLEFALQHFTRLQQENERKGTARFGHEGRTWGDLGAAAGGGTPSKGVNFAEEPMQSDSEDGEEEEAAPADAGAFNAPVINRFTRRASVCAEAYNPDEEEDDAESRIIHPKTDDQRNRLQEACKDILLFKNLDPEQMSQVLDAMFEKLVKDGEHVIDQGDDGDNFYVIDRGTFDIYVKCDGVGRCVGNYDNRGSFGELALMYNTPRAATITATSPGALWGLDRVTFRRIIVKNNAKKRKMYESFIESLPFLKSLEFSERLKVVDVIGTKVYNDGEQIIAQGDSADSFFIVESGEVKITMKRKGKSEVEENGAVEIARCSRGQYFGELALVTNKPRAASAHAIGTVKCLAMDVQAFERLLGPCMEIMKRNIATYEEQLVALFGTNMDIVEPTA
Keap1-Nrf2 PPI – inhibitors of human Keap1-Nrf2 protein-protein interaction; Q14145; Keap1 Kelch-Nrf2 peptide fluorescence polarization, 1536-well; inhibition, % at 9.4 µM; actives 0.15% (n = 340,000); in the data active means inhibition above about 12%;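 further: human Keap1 Kelch domain with fluorescein labeled Nrf2 9mer peptide probe; 0% = neutral control wells and 100% = peptide positive control; higher means more block of Keap1 binding to Nrf2 peptide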
PvdQ acylase – blocks Pseudomonas aeruginosa PvdQ acylase activity | purified PvdQ acylase, fluorescence plate reader | inhibition, % at 10 µM | AID 488965 | actives 0.063% (n = 340,000); in the data active means inhibition above about 30%, passing the limit was not always enough;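 further: 0% = vehicle neutral wells and 100% = reference inhibitor wells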
NSD2 HMT inh – inhibitors of human histone methyltransferase NSD2. O96028. NSD2 peptide methylation, AlphaScreen, 120 min. inhibition, % at 12.5 µM. actives 0.54% (n = 310,000); in the data active means inhibition above about 50%
* = called active by the depositor; i = inactive; / = no result given.

SMILES | Cardiac RTF inh | Arrestin-AP2 inh | SR-BI uptake up | SR-BI DiI inh | DAGLB inh | C-LANA FP | PKA-R2B act | Keap1-Nrf2 PPI | PvdQ acylase | NSD2 HMT inh
COC(=O)c1c(-c2c(Cl)cccc2Cl)noc1C(=O)NNC(=O)N(C)C | -11 | -6 | 12 | -12 | -3 | 0.9 | 5 | -2 | -19 | -1
COc1ccc(OC)c2[nH]c(=O)c(CCNS(=O)(=O)c3ccccc3)cc12 | 2 | 5 | 9 | -9 | 0 | -3.2 | 1 | 1 | 0 | /
CCOC(=O)c1ccc(N2C(=O)CC(N3CCC(Nc4ccc(F)cc4)CC3)C2=O)cc1 (stereo not drawn) | 3 | 7 | 10 | -10 | -1 | 2.4 | 1 | -4 | 18 | 2
Cc1ccc(SCCCCN2CCNCC2)cc1 | 3 | 4 | 15 | -15 | -2 | -0.2 | 6 | -5 | -16 | 0
Cc1ccc(-n2nc(C)c3c2OC(N)=C(C#N)C3c2ccoc2)cc1 (stereo not drawn) | -4 | 3 | 9 | -9 | 3 | 0.5 | -7 | -2 | -10 | 5
CN(C)C=NC(=O)c1cc(C(=O)c2ccccc2)c[nH]1 | -2 | 17 | 22 | -22 | -2 | -1.2 | 6 | -2 | 6 | -4
CC(=O)C1CCC2C3CC(C)C4(O)CC(=O)CCC4(C)C3C(O)CC12C (stereo not drawn) | -6 | 30 | -5 | 5 | -4 | 0.1 | -11 | -2 | -1 | 0
Cc1cc(NC(=O)Cc2ccsc2)ccc1Br | -3 | -8 | -3 | 3 | -5 | -0.2 | -7 | 0 | 9 | -2
CC(=O)c1cccc(NC(=O)COc2ccccc2C(=O)c2cc(C#N)c(=O)n(C3CCCCC3)c2)c1 | 1 | 16 | -21 | 21 | -2 | -1.6 | -11 | 0 | 2 | -1
Cc1c(F)cccc1NS(=O)(=O)c1ccc2c(c1)c(C)cc(=O)n2C | -2 | -12 | -20 | 20 | -1 | -1.7 | 3 | 0 | -4 | -1
CN(C(=O)c1ccc(NC(=O)Cc2ccc(NC(=O)C3CCCN(C(=O)C4CCC4)C3)cc2)cc1)C1CC1 (stereo not drawn) | -24 | 1 | -35 | 35 | 0 | 0.2 | -5 | -1 | -3 | /
CCOc1ccc2nc(NC(=O)Nc3ccccc3)sc2c1 | -15 | -5 | -51 | 51 | 0 | 2.5 | -13 | -4 | -14 | 0
Clc1ccc(CN2CCN(c3ncnc4scc(-c5cccs5)c34)CC2)cc1 | -1 | 7 | -6 | 6 | -13 | -1.3 | -5 | -8 | 4 | 0
COc1ccccc1C(CNC(=O)c1ccc(C)c(S(=O)(=O)N2CCCCC2)c1)N1CCCC1 (stereo not drawn) | -3 | -5 | 15 | -15 | 1 | 1.1 | -3 | -3 | -9 | 2
CC(=O)N1N=C(c2cccs2)CC1c1ccc(C)o1 (stereo not drawn) | 1 | 1 | 10 | -10 | -1 | 0.5 | 1 | -1 | -9 | -6
O=C(Cc1ccccc1[N+](=O)[O-])Nc1ccc2c(c1)OCO2 | -10 | 33 | 1 | -1 | 1 | 1.2 | 0 | -2 | 0 | -2
CCN1/C(=C/C=C/c2sc3ccccc3[n+]2CC)Sc2ccccc21 | -7 | 75* | 722* | i | 12 | -14 | -12 | -73 | 10 | /
c1ccc(-c2nc(-c3nccc4ccccc34)oc2-c2ccccc2)cc1 | 8 | -7 | -24 | 24 | -11 | 0.8 | 2 | -3 | -1 | -10
COc1ccc(CCNc2ncnc3c2nnn3Cc2ccccc2)cc1 | -3 | 56* | -11 | 11 | -3 | -2.4 | -6 | 3 | 4 | -2
COc1cc(Sc2ccc(C)cc2)c(OC)cc1N | -2 | 5 | -16 | 16 | 11 | 0.8 | -4 | -2 | 1 | /
CC(C)(C)C(=O)N1CCN(c2ncnc3scc(-c4ccccc4)c23)CC1 | 0 | 14 | -46 | 46 | -1 | 1.4 | 5 | 8 | 3 | 4
Cc1sc2ncnc(N)c2c1C | -1 | -7 | 22 | -22 | 1 | -4.8 | 1 | -1 | -4 | 0
CCC(=O)N(Cc1ccc(S(N)(=O)=O)cc1)C1CC(=O)N(c2ccccc2)C1=O (stereo not drawn) | 0 | -1 | 2 | -2 | 2 | -1.6 | 7 | 3 | -6 | -2
COC(=O)c1cc2sc(Cl)cc2n1Cc1nc(-c2ccccc2)oc1C | -5 | 20 | 11 | -11 | -5 | 0.2 | 1 | 2 | 4 | /
S=c1[nH]nc(Cc2cccs2)n1-c1ccccc1 | -3 | 15 | 6 | -6 | 1 | 1.6 | 2 | 2 | -8 | /
C/C(=N\NC(=O)CC#N)C1COc2ccccc2O1 (stereo not drawn) | -7 | -3 | 18 | -18 | 0 | -0.7 | 13 | -4 | -8 | -2
CCCCc1nc(Cl)c(CO)n1Cc1ccc(-c2ccccc2-c2nnn[nH]2)cc1 | 4 | -8 | 15 | -15 | 3 | 0.8 | -1 | -4 | -13 | /
COc1ccc(C2CC(=O)C3=C(C2)Nc2ncnn2C3c2ccccc2C)c(OC)c1 (stereo not drawn) | -3 | -4 | / | / | 2 | 0.1 | -3 | -1 | -9 | 0
CCN1CCC(NC(=O)Nc2ccc(F)cc2)CC1 | 0 | 5 | 25 | -25 | 0 | -1.1 | 0 | -4 | -8 | 3
COc1ccccc1C1=NN(C2=NN=C(N)Cc3ncnn32)C(O)(C(F)(F)F)C1 (stereo not drawn) | -5 | 27 | 1 | -1 | 1 | 0.1 | -8 | 0 | 4 | -32
O=C(Nc1cc(Cl)ccc1Oc1ccccc1)c1ccccc1F | -12 | -11 | -25 | 25 | -14 | 0.9 | 1 | -7 | -10 | -2
CC1CCCN(S(=O)(=O)c2ccc(C(=O)Nc3ccccc3-c3nc4ccccc4[nH]3)cc2)C1 (stereo not drawn) | -7 | -1 | -30 | 30 | -1 | 0.3 | 2 | -2 | -20 | 0
COc1cc(C(C)=O)ccc1Oc1ncnc2c1cnn2-c1ccc(F)cc1 | -8 | 9 | -35 | 35 | -4 | 4.2 | 5 | 4 | 7 | -2
CCOC(=O)C(C)C1(O)c2ccccc2-c2ncccc21 (stereo not drawn) | -7 | 0 | 8 | -8 | -2 | 1.0 | 9 | -9 | -17 | 0
Nc1ncnc2c1ncn2[C@@H]1O[C@H](CNC(=O)[C@H]2CCC(=O)N2)[C@@H](O)[C@H]1O | -5 | 10 | 3 | -3 | -5 | 1.7 | -4 | -4 | 6 | /
Cn1c(=O)oc2cc(S(=O)(=O)N3CCC(C(=O)N4CCN(c5ccccc5)CC4)CC3)ccc21 | -8 | 5 | 1 | -3 | -3 | -1.2 | 0 | -1 | -17 | /
CCOC(=O)C1=C(COC(=O)c2cc(OC)c(OC)c(OC)c2)NC(=O)NC1C (stereo not drawn) | 7 | 1 | -22 | 22 | 4 | / | -6 | / | 1 | 5
Cc1nc2ccc(F)cc2cc1C(=O)NC(C)C | -5 | -2 | -4 | 4 | 1 | 2.9 | -2 | 0 | -7 | 2
N#Cc1ccccc1S(=O)(=O)N1CCN(C(=O)C2COc3ccccc3O2)CC1 (stereo not drawn) | -1 | 23 | 3 | -3 | -3 | -0.4 | 1 | -5 | -3 | -3
COc1ccc(C2C(C(=O)N3CCCCC3)c3ccccc3C(=O)N2C)cc1 (stereo not drawn) | -8 | 24 | 17 | -17 | -1 | -0.6 | -5 | 0 | 1 | /
O=C(CCSc1nnc(-c2ccncc2)o1)Nc1ccc(Cl)cc1 | -28 | -15 | -3 | 3 | 0 | -0.8 | -4 | -5 | -9 | -4
CCOC(=O)CN1Cc2cccc(C(=O)O)c2C1=O | -3 | 20 | 19 | -19 | -1 | 1.5 | -1 | -2 | 0 | /
CS(=O)(=O)N(CC(=O)Nc1ccccc1C(=O)N1CCCC1)c1cccc([N+](=O)[O-])c1 | 7 | 14 | -14 | 14 | -1 | -1.1 | -3 | -3 | -4 | -6
CCOC(=O)C1CCN(S(=O)(=O)c2ccc3c(ccn3C)c2)CC1 | 0 | -2 | 11 | -11 | -5 | -1.5 | 5 | 1 | -5 | 1
CN(C)S(=O)(=O)c1ccc(NC=C(C#N)C#N)cc1 | -5 | 22 | 12 | -12 | 1 | -1.0 | 11 | 3 | 1 | 0
O=C(COc1ccc(S(=O)(=O)N2CCCCC2)cc1)N1CCCC1 | -13 | 4 | / | / | 1 | 0.1 | -6 | 2 | -11 | 27
COc1ccc(-c2cc(C(=O)Nc3cc(Cl)ccc3OC)no2)cc1 | 1 | -5 | 5 | -5 | -5 | -1.5 | 8 | -6 | -11 | -1
Cc1cccc(NC(=O)c2cccc(NC(=O)c3ccco3)c2)c1C | 8 | 7 | -19 | 19 | 1 | 13 | -9 | 1 | -5 | /
Cc1cc(NC(=O)Nc2ccccc2[N+](=O)[O-])n(C)n1 | -8 | -6 | 11 | -11 | -4 | 1.7 | 1 | -2 | 8 | -1
Cc1ccc(NC(=O)Nc2ccccc2C#N)c(Cl)c1 | -6 | 8 | 0 | 0 | -1 | -0.7 | 6 | 5 | -11 | 0
O=C(CC1C(=O)NCCN1Cc1cccc(C(F)(F)F)c1)NCCc1cnccn1 (stereo not drawn) | -4 | -3 | 22 | -22 | 0 | 1.1 | -8 | 0 | 11 | 0
C=CCOC(=O)C1=C[C@H](C2CCCCC2)[C@@H](CCCO)[C@H](OCC)O1 | 4 | -6 | 15 | -15 | -2 | 0.1 | 1 | -4 | -12 | /
O=C(Cn1c(=O)[nH]c2ccccc2c1=O)N1CCN(Cc2ccc3c(c2)OCO3)CC1 | 4 | -1 | 0 | 0 | 1 | -1.5 | -6 | -1 | 4 | -6
Nc1ccccc1C(=O)NCC1(c2ccccc2)CCCC1 | -5 | 0 | -10 | 10 | 0 | 0.7 | 5 | -1 | -13 | -1
CCN(C(=O)COC(=O)c1cc(-c2ccccc2)nn1-c1ccccc1)C1CCS(=O)(=O)C1 (stereo not drawn) | -6 | 2 | -5 | 5 | 0 | 0.2 | -2 | -9 | -8 | -5

In another format: results already given
| Molecule | Cardiac RTF inh | Arrestin-AP2 inh | SR-BI uptake up | SR-BI DiI inh | DAGLB inh | C-LANA FP | PKA-R2B act | Keap1-Nrf2 PPI | PvdQ acylase | NSD2 HMT inh |
| --- | --- | --- | --- | --- | --- | --- | --- | --- | --- | --- |
| O=C(Cn1c(=O)[nH]c2ccccc2c1=O)N1CCN(Cc2ccc3c(c2)OCO3)CC1 | 4 | -1 | 0 | 0 | 1 | -1.5 | -6 | -1 | 4 | -6 |
| Cc1cc(NC(=O)Nc2ccccc2[N+](=O)[O-])n(C)n1 | -8 | -6 | 11 | -11 | -4 | 1.7 | 1 | -2 | 8 | -1 |
| O=C(CC1C(=O)NCCN1Cc1cccc(C(F)(F)F)c1)NCCc1cnccn1 (stereo not drawn) | -4 | -3 | 22 | -22 | 0 | 1.1 | -8 | 0 | 11 | 0 |

High-throughput results: PubChem BioAssay, several laboratories

Compounds were not picked by outcome. Share with any hit: about 2.1%.
